ROMK mod = ROMK potassium channel modulators, primary screen, cell-based, thallium flux, MLSMR library; ATP-sensitive inward rectifier potassium channel 1 (Homo sapiens), P48048; Tet-inducible ROMK, thallium flux fluorescence; actives lie on both sides; B-score at 10 µM; 130,000 tested, 2% active; AID 1918, 2009;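 active = signal ratio slope over the read window, or its plate-corrected B-score, at least 3 SD from the plate mean, either direction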;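 note: B-score of the F/F0 ratio slope over 7 to 12 s after thallium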
Target sequence (P48048 whole entry, looked up): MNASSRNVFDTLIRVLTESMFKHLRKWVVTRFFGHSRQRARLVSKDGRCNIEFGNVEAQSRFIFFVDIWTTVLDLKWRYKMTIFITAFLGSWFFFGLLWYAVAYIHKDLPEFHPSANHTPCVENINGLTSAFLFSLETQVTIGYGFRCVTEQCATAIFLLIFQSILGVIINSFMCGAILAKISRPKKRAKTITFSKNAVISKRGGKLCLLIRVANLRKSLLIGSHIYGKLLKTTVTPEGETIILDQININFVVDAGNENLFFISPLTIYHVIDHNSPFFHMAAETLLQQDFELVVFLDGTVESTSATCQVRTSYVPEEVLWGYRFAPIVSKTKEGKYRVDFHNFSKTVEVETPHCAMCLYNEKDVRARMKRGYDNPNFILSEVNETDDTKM
bIAP activator = bovine intestinal alkaline phosphatase activators, primary screen, biochemical, bovine IAP, CDP-star luminescence; alkaline phosphatase, intestinal [Bos taurus]; purified bovine IAP, 30 min; active compounds read high; fold of DMSO-control signal, blank-subtracted; activation factor at 20 µM; 200,000 tested, 0.17% active; AID 1016, 2008;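 active = activation factor of 2 or more at 20 µM, a signal rise over negative controls twice the positive control's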
TLR4 MyD88 comp = inhibitors of TLR4-MyD88 association in cells, primary screen, cell-based, HeLa CL3-4, BLA complementation, FRET ratio; AID 861, 2007; Toll-like receptor 4 (Homo sapiens) + Myeloid differentiation primary response protein …; inhibition, % at 8.4 µM; 200,000 tested, 0.18% active; HeLa CL3-4 TLR4/MyD88 BLA complementation; in the data active = inhibition above about 25%;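 note: 0% = vehicle and 100% = reference inhibitor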
PPARg SRC1 recr = PPARgamma agonists recruiting SRC-1 coactivator, primary screen, biochemical. Peroxisome proliferator-activated receptor gamma (Homo sapiens), P37231. PPARgamma-SRC-1 coactivator recruitment biochemical assay. activation, % at 8 µM. 200,000 tested, 0.41% active. AID 631, 2007; in the data active = activation above about 19%;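 note: 0% = DMSO and 100% = reference agonist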
DTT redox prof = compounds producing H2O2 with reducing agent – biochemical, NIH compound library profiling, artefact control for MLSCN library redox annotation, primary screen. DTT-dependent redox cycling H2O2, phenol red/HRP absorbance; 100% = 100 µM peroxide control, 0% = buffer. activation, % at 10 µM. 200,000 tested, 0.03% active;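 active = activation of at least 50% relative to the plate's high and low controls in the primary single-dose screen; inactive = activation below 50%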;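 note: compound incubated with DTT at 0.8 mM final as the reducing agent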
PPARg SRC-3 ag = PPARgamma agonists recruiting SRC-3 coactivator, primary screen, biochemical. Peroxisome proliferator-activated receptor gamma (Homo sapiens), P37231. biochemical PPARgamma/SRC-3 coactivator recruitment assay. activation, % at 8 µM. 200,000 tested, 0.26% active. AID 731, 2007; in the data active = activation above about 23%;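 note: 0% = DMSO and 100% = reference agonist; some compounds past the cut are filed as inactive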
PPARg SRC-2 ag = agonists of PPARg-SRC-2 recruitment, primary screen, biochemical, HTS; Peroxisome proliferator-activated receptor gamma (Homo sapiens), P37231; PPARgamma LBD-SRC-2 recruitment; activation, % at 8 µM; 200,000 tested, 0.34% active; AID 1032, 2008; in the data active = activation above about 22%;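 note: 0% = vehicle and 100% = reference agonist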
L major viab = Leishmania major promastigote growth inhibition, primary screen; AID 1063, 2008; 200,000 tested, 9% active; inhibition, % at 10 µM; Leishmania major promastigotes, resazurin fluorescence viability; in the data active = inhibition above about 50%;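 note: promastigotes grown with compound for 44 hours at 28 °C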
S1P3 antagonist = S1P3 receptor antagonists, primary screen, cell-based. Sphingosine 1-phosphate receptor 3 (Homo sapiens), Q99500. CHO S1P3 NFAT-BLA reporter, FRET fluorescence, antagonist mode. inhibition, % at 4.98 µM. 170,000 tested, 0.27% active. AID 485, 2006;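 active = inhibition above the plate cutoff, the mean inhibition of test wells on that plate plus 3 SD, cut at about 28% in these data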;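 note: cells challenged with S1P at its EC80 of 0.8 µM; blue over green emission ratio from cleaved BLA substrate after 4 h stimulation; 0% = S1P-stimulated wells and 100% = unstimulated DMSO-only wells; some compounds past the cut are filed as inactive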
Target sequence (Q99500 whole entry, looked up): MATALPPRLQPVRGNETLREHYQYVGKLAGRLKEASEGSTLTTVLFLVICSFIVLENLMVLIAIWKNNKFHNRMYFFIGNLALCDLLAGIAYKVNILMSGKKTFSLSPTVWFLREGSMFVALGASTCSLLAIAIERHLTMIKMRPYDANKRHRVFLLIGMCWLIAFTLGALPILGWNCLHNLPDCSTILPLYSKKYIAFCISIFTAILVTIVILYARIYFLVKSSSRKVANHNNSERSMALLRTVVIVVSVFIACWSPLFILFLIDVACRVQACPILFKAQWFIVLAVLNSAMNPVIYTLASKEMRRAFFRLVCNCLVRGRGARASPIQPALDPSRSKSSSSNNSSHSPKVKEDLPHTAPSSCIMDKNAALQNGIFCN
TR-FRET SRC-2 ct = TR-FRET signal artefacts, primary screen, artefact control for PPARgamma SRC-2 agonist project, biochemical; TR-FRET artefact counter-screen; active compounds read high; TR-FRET ratio at 8 µM; 200,000 tested, 0.4% active; in the data active = TR-FRET ratio above about 2000; note: inactives centre near 1500
bIAP inh = bovine intestinal alkaline phosphatase inhibitors, primary screen, selectivity assay for TNAP inhibitor project, biochemical, bovine IAP, CDP-star luminescence; AID 1019, 2008; 190,000 tested, under 10 active; inhibition, % at 20 µM; purified bovine IAP, 30 min; alkaline phosphatase, intestinal [Bos taurus];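 active = over 50% inhibition of intestinal alkaline phosphatase at 20 µM in the single-dose screen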
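System: Purified bovine intestinal alkaline phosphatase (IAP) enzyme | Input: IAP diluted 1/65,000,000 in the well | Also added: CDP-star chemiluminescent phosphatase substrate, 30 µM final | Dosing: 20 µM single dose | Times: Enzyme reaction for 30 min at room temperature | Detection: Luminescence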
The depositor's hits bear a star; nt = no result given. An unsorted share of the library; 11% or so of the library scored in one or more.

Compound | ROMK mod | bIAP activator | TLR4 MyD88 comp | PPARg SRC1 recr | DTT redox prof | PPARg SRC-3 ag | PPARg SRC-2 ag | L major viab | S1P3 antagonist | TR-FRET SRC-2 ct | bIAP inh
COc1ccc(/C=N/Nc2ncc(Br)cn2)c(OC)c1 | 0.055 | 1 | -4 | 1 | -1.3 | -1 | 4 | 1 | -10 | 1240 | -5
CCn1cc(CNC(=O)c2ccc(Cl)c([N+](=O)[O-])c2)c(C)n1 | nt | 1 | 6 | -3 | 0.3 | -2 | -6 | -3 | -4 | 1412 | 2
Cc1ccc(C)c2nc(Cl)c(C#N)cc12 | -0.24 | 1.1 | 1 | -5 | 0.0 | 3 | 0 | -7 | 22 | 1445 | -9
CC(C)C(OC(=O)CCC(=O)Nc1nccs1)C(=O)NC1CCCCC1 (stereo not drawn) | nt | 1 | -1 | 5 | -0.6 | 4 | 2 | 2 | 2 | 1709 | 2
CCc1nnc(NC(=O)C2CCCN2S(=O)(=O)c2ccccc2)s1 (stereo not drawn) | nt | 1 | -3 | 4 | 0.9 | -6 | 0 | 5 | -30 | 1607 | 4
COc1ccc(C(=O)NC(=S)Nc2ccccc2N2CCN(S(C)(=O)=O)CC2)cc1OC | -0.2 | 1 | -10 | 12 | 0.2 | 0 | 1 | 12 | nt | 1501 | -1
CC(=O)c1ccc(N(C(=O)CNC(=O)c2ccco2)C(C(=O)NCC2CCCO2)c2ccccc2)cc1 (stereo not drawn) | nt | 1 | -44 | 15 | -0.1 | 7 | 2 | -5 | 9 | 1744 | 3
CCN(CC)C(=O)CCS(=O)(=O)c1cccc2nonc12 | 0.4 | 1.1 | 5 | 13 | -0.7 | 5 | 2 | -1 | -6 | 1549 | -5
O=C(O)c1cc([N+](=O)[O-])ccc1C(=O)Nc1ccccc1 | nt | 1 | 1 | -1 | 1.0 | 5 | 11 | -3 | nt | 1735 | -3
O=S(=O)(c1ccccc1)c1nc(-c2ccco2)oc1NCCCn1ccnc1 | -0.43 | 1 | 15 | -5 | 0.5 | -5 | 0 | 1 | 3 | 1638 | -2
CCCc1cc(C(=O)Nc2ccc(C(C)=O)cc2)no1 | nt | 0.9 | 8 | -1 | -0.2 | 0 | 5 | -6 | -10 | 1432 | 14
Cc1ccc(C(=O)Nc2cccc(C(=O)N3CCOCC3)c2)cc1 | nt | 0.9 | -24 | 1 | -0.9 | 5 | 11 | -1 | nt | 1671 | 7
CSc1oc(-c2ccccc2)nc1C(N)=O | 0.016 | nt | 3 | 18 | -1.1 | 30* | 19 | -9 | -12 | 1911 | nt
CCN(CC)CCCNC(=O)CNC(=O)c1nn(-c2ccc(OC)cc2)c(=O)c2ccccc12 | 0.43 | 1 | -14 | -2 | 5.1 | -1 | -4 | -3 | 7 | 1441 | -3
O=C(Nc1ccccc1)c1ccc(S(=O)(=O)NCC2CCCO2)cc1 (stereo not drawn) | nt | 0.8 | -7 | 8 | -1.0 | 2 | 9 | -4 | -21 | 1573 | 15
COC(=O)c1cc2occc2n1CC(=O)Nc1ccc(C)cc1C | nt | 0.9 | -8 | 13 | 1.0 | 6 | 1 | 6 | 11 | 1657 | 7
CC(=O)N1C(Nc2ccc(Cl)cc2)CCN1c1ccccc1 (stereo not drawn) | nt | 1 | -20 | 7 | -7.0 | 4 | 4 | -4 | nt | 1546 | 3
CCC(C)(C)C1CCc2nc3ccccc3c(C(=O)OC(C)C(=O)Nc3c(C)n(C)n(-c4ccccc4)c3=O)c2C1 (stereo not drawn) | nt | 0.9 | 5 | 6 | 0.1 | 1 | -5 | 84* | -8 | 1516 | 9
COc1ccc(CCNC(=O)c2ccc(CSc3ccccc3)o2)cc1 | -0.84 | 0.9 | -4 | 5 | -0.2 | 6 | 3 | 8 | -9 | 1449 | 6
COc1ccc(NC(=O)CSc2ncnc3c2cnn3CCc2ccccc2)cc1 | -0.14 | 1 | 3 | -6 | -3.1 | -1 | -2 | 3 | nt | 1572 | 3
O=S(=O)(NCCc1cn2ccccc2n1)c1ccc2c(c1)OCCO2 | nt | 1.2 | 3 | -6 | 0.1 | 5 | -4 | -2 | -16 | 1623 | -21
CCc1ccc(N2CC(C(=O)Nc3cccnc3)CC2=O)cc1 (stereo not drawn) | -0.03 | 1.1 | -12 | -4 | 0.2 | -3 | -6 | -5 | nt | 1412 | -6
O=C(Cc1ccc(Br)cc1)N1CCN(c2ccccc2)CC1 | nt | 0.9 | 1 | -2 | 0.5 | 0 | 1 | 1 | -14 | 1588 | 6
COc1ccc(S(=O)(=O)N/N=c2\oc3c(OC)cccc3cc2S(=O)(=O)c2ccc(C)cc2)cc1OC | -1.7 | 1 | 14 | 6 | 0.1 | 3 | -6 | 23 | 10 | 1551 | 2
CCC(=O)Nc1cccc2cccnc12 | -0.15 | 0.9 | -3 | -2 | -2.1 | -1 | -8 | -6 | -12 | 1427 | 6
CCOc1ccccc1C1C2CCCCC2(O)CCN1C(=O)c1cccs1 (stereo not drawn) | nt | 1.1 | -3 | 1 | 0.6 | 9 | 7 | 17 | -10 | 1671 | -14
O=C1S/C(=C/c2ccc(N3CCOCC3)o2)C(=O)N1Cc1c(F)cccc1Cl | -2.1 | 0.9 | 9 | -2 | 0.0 | 9 | 7 | 85* | nt | 1581 | 8
O=C(Nc1cc(S(=O)(=O)Nc2ccccc2Cl)ccc1O)c1sc2cc(Cl)ccc2c1Cl | 0.54 | 0.7 | 5 | 4 | -0.5 | 0 | 7 | -10 | 1 | 1530 | 28
CC(CC(=O)N1CCc2ccccc21)c1ccccc1 (stereo not drawn) | -1.7 | 0.6 | 3 | 2 | 0.8 | 1 | 0 | 0 | nt | 1449 | 42
CC(=O)NCCn1c(SCC(=O)NCCC2=CCCCC2)nc2ccccc2c1=O | -0.031 | 1 | 2 | 15 | 0.3 | 13 | 9 | 4 | -16 | 1811 | -3

5 successive entries already listed, quoted:
Compound | ROMK mod | bIAP activator | TLR4 MyD88 comp | PPARg SRC1 recr | DTT redox prof | PPARg SRC-3 ag | PPARg SRC-2 ag | L major viab | S1P3 antagonist | TR-FRET SRC-2 ct | bIAP inh
CCOc1ccccc1C1C2CCCCC2(O)CCN1C(=O)c1cccs1 (stereo not drawn) | nt | 1.1 | -3 | 1 | 0.6 | 9 | 7 | 17 | -10 | 1671 | -14
O=C1S/C(=C/c2ccc(N3CCOCC3)o2)C(=O)N1Cc1c(F)cccc1Cl | -2.1 | 0.9 | 9 | -2 | 0.0 | 9 | 7 | 85* | nt | 1581 | 8
O=C(Nc1cc(S(=O)(=O)Nc2ccccc2Cl)ccc1O)c1sc2cc(Cl)ccc2c1Cl | 0.54 | 0.7 | 5 | 4 | -0.5 | 0 | 7 | -10 | 1 | 1530 | 28
CC(CC(=O)N1CCc2ccccc21)c1ccccc1 (stereo not drawn) | -1.7 | 0.6 | 3 | 2 | 0.8 | 1 | 0 | 0 | nt | 1449 | 42
CC(=O)NCCn1c(SCC(=O)NCCC2=CCCCC2)nc2ccccc2c1=O | -0.031 | 1 | 2 | 15 | 0.3 | 13 | 9 | 4 | -16 | 1811 | -3

New compounds follow
Compound | ROMK mod | bIAP activator | TLR4 MyD88 comp | PPARg SRC1 recr | DTT redox prof | PPARg SRC-3 ag | PPARg SRC-2 ag | L major viab | S1P3 antagonist | TR-FRET SRC-2 ct | bIAP inh
COCCn1c(C(=O)N2CCCC2)cc2c1C[C@H]1CN(C(=O)c3ccccc3)[C@@](Cc3ccc(F)cc3)(C(=O)OC)[C@@H]21 | -2.6 | 0.9 | -1 | -3 | 0.0 | 1 | -5 | 17 | -9 | 1599 | 8
Cc1sc(NC(=O)c2ccccc2)c(C(=O)NC(C)C)c1C | nt | 0.8 | -7 | -1 | 0.9 | -6 | 4 | 0 | nt | 1517 | 19
COc1ccc(OC(=O)c2ccc3nsnc3c2)cc1 | 1.2 | 0.9 | -9 | 1 | -0.1 | -1 | 5 | -3 | nt | 1568 | 6
O=C(Nc1cccc(C(F)(F)F)c1)N1CCC(c2nc(-c3ccc(F)cc3)no2)CC1 | -0.22 | 0.8 | 10 | 12 | 1.8 | 9 | 12 | 4 | 9 | 1706 | 23
Cc1ccc(-c2nc3ccccc3c(=O)n2CCCN2CCOCC2)cc1 | nt | 1 | 9 | 13 | -0.8 | 9 | 8 | 4 | 47 | 1786 | 2
CCC(C)c1ccc(-c2cc(C(=O)OCC(=O)Nc3cc(C)on3)c3ccccc3n2)cc1 (stereo not drawn) | -0.033 | 0.2 | -8 | -1 | 0.2 | 14 | 6 | -2 | nt | 1731 | nt
CN(C)CCNC(=O)C(C(=O)c1ccccc1)n1ccccc1=O (stereo not drawn) | -0.26 | 0.7 | -4 | -2 | -1.4 | -3 | 4 | -1 | 7 | 1510 | 32
CCC(=O)N1CCCc2cc(S(=O)(=O)NCc3cccs3)ccc21 | nt | 0.9 | 14 | 4 | -2.7 | -5 | 2 | -5 | 8 | 1657 | 6
COc1ccc(Cc2nnc(NC(=O)Cc3cccs3)s2)cc1 | nt | 0.9 | -20 | -3 | 0.1 | -1 | 3 | -11 | 24 | 1331 | 6
CCOc1ccccc1N1CCN(C(=O)c2csc(C)c2CC)CC1 | 1.2 | 1.1 | 8 | -3 | -0.7 | 0 | 3 | 0 | -6 | 1509 | -11
O=C(NCCC1=CCCCC1)C(=O)c1c[nH]c2ccccc12 | nt | 1 | 0 | -4 | 0.3 | 1 | -6 | -4 | -11 | 1551 | 1
Cc1cc(NC(=O)CSc2nc3cc(Cl)ccc3c(=O)n2Cc2ccco2)no1 | 0.5 | 1 | -3 | 3 | -0.5 | 5 | 6 | 4 | -8 | 1569 | 3
COc1ccc(C(=O)COC(=O)C2CCC(=O)N2)cc1 (stereo not drawn) | 0.029 | 1 | -10 | -2 | -2.0 | -1 | 0 | 2 | -8 | 1345 | -1
CC(Sc1ccc(Br)cc1)C(N)=O (stereo not drawn) | 0.3 | 0.9 | -9 | 9 | 1.2 | 4 | 3 | -3 | -12 | 1498 | 5
Fc1cccc(CN2CCN(c3ncccn3)CC2)c1 | nt | 1 | 18 | -3 | -2.5 | -4 | 1 | -3 | -13 | 1450 | 0

Bioassay records deposited in PubChem by several laboratories.
